D2 PAM: positively modulates the human D2 dopamine receptor allosterically. P14416. AID 485347. 340,000 tested, 0.34% active. potentiation, % at 10 µM. HEK293 T-REx D2, calcium flux, EC20 dopamine potentiation;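 active means potentiation over 3 SD above the plate norm, cut at about 30% in these data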; further: 0% is about no effect
Target sequence (P14416 whole entry, looked up): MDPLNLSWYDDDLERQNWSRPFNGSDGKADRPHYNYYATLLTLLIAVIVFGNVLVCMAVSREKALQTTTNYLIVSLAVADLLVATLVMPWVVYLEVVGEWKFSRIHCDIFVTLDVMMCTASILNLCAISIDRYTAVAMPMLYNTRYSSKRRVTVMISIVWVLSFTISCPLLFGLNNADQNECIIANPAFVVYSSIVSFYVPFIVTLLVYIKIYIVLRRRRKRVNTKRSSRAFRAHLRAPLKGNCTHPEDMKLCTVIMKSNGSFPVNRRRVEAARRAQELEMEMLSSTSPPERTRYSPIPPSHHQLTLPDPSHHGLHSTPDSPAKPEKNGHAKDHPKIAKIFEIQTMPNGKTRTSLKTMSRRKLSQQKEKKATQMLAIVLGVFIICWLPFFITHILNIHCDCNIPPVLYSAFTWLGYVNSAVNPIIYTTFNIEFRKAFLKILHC
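Calcium flux readout, no-wash dye, 1 read/s. Inducible HEK293 Trex D2 line, overnight 30 C. Compound alone 180 s (agonist flags), then EC20 dopamine, another 180 s to score potentiation.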
D1 ag: human D1 receptor agonism. P21728. 360,000 tested, 1% active. HEK293 T-REx D1 cells, calcium flux, agonist mode. activation, % at 2 µM. AID 504660; in the data active means activation above about 30%; further: 0% is about no effect
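Inducible HEK293 T-REx D1 cells, force-coupled to calcium signalling, were plated at 4000 cells/well with tetracycline and held overnight at 30 C. After no-wash calcium dye loading, compound-evoked calcium rise over 180 s flagged agonists.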
D1 potentiator: potentiators of human D1 dopamine receptor. AID 504651. potentiation, % at 10 µM. 360,000 tested, 0.036% active. HEK293 TREx D1 cells, calcium flux, dopamine EC20 potentiation; in the data active means potentiation above about 30%; further: 0% is about no effect
Vif-APOBEC3G blk: blocks the Vif interaction with human APOBEC3G. Q9HC16. HeLa A3G-eYFP + Vif (tagged APOBEC3G with the HIV-1 protein that degrades it), YFP fluorescence, overnight. Potency, µM (series often up to 46.1 µM), for the others: at the top dose activity, negative = active, hits mostly inhibitors. 410,000 tested, 0.076% active;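 further: potency means the concentration at half of the fitted maximal effect; on the % scale 0 is the no-effect control and ±100 the full control effect; nearly all actives have a fitted effect of over 60% in size; hits raise eYFP signal because A3G escapes Vif-driven loss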
Target sequence (Q9HC16 whole entry, looked up): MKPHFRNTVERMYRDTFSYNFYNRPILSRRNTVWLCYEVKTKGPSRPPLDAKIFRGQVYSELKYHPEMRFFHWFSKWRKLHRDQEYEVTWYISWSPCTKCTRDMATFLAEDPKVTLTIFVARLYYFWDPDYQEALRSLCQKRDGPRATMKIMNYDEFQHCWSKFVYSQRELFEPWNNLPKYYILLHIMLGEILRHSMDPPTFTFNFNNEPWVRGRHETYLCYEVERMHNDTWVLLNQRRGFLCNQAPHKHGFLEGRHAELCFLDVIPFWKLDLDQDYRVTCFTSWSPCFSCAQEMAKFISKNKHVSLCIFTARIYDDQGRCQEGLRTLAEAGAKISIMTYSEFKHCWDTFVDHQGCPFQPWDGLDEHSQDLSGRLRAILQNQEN
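HeLa cells stably expressing Vif and C-terminally eYFP-tagged A3G, seeded overnight at 37 deg C, then exposed to compound by pintool overnight at 37 deg C. Rise in yellow fluorescence (Ex 488/Em 500-530, Acumen) marks blocked Vif-driven A3G degradation.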
GRP78 ERSR act: ER stress response induction in glioma. U87-MG GRP78 promoter luciferase reporter, 16 h. Potency, µM, for the others: top-dose activation, actives largely listed as activators. 420,000 tested, 0.02% active. AID 602332; further: potency means the concentration at half of the fitted maximal effect; series mostly up to about 76 µM; % of control where 0% means no effect; nearly all actives have a fitted effect of over 35% in size
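Stably transfected U87-MG human glioma cells carrying a GRP78-based luminescent sensor were seeded at 1000 cells/well, pin-dosed with compounds and incubated 16 h. Luciferase reagent was then added, and end-point luminescence was read after 10 min at room temperature.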
Vif-A3F inh: blocks the Vif interaction with APOBEC3F; HeLa A3F-eYFP + Vif (tagged APOBEC3F with the HIV-1 protein that degrades it), YFP fluorescence increase; Potency, µM (top dose mostly 46.1 µM), without a hit: at the top dose activity, negative = active; 390,000 tested, 0.2% active; AID 602313; further: potency means the concentration at half of the fitted maximal effect; % of control where 0% means no effect; nearly all actives have a fitted effect of over 65% in size
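HeLa cells stably expressing Vif plus C-terminally eYFP-tagged A3F were seeded, incubated overnight at 37 deg C, dosed with compound, incubated overnight again at 37 deg C. Yellow fluorescence (Ex 488/Em 500-530) reported blocked Vif-mediated A3F-eYFP degradation.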
LDHA block: inhibitors of human lactate dehydrogenase A | activity change, % (values are at about 110 or 230 µM) | P00338 | purified LDHA, NADH/diaphorase-resazurin fluorescence; active compounds read low | 480,000 tested, 0.15% active | AID 1347041; in the data active means activity change below about -30%; inconclusive means mostly about -25% to -30%;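 further: plate controls were DMSO wells for no effect and wells without enzyme for full effect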
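Resorufin fluorescence (ex540/em590), read at 0 and 20 min after diaphorase/resazurin addition, reports the NADH left after a 5 min room-temperature reaction of 2 nM human LDH5 with 0.06 mM NADH and 0.2 mM pyruvate.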
D1 antag: blocks dopamine activation of the human D1 receptor. P21728. HEK293 TREx D1 cells, calcium flux, dopamine EC80; active compounds read low. activity change, negative = inhibition, % at 10 µM. 360,000 tested, 3.2% active. AID 504652; in the data active means activity change below about -30%; further: on the % scale 0 is the no-effect control and ±100 the full control effect
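Kinetic fluorescence of a calcium dye serves as the read-out. D1-expressing Hek293 Trex cells, induced overnight at 30 C, are exposed to compound for 180 s before an EC80 dopamine addition, then read 180 s further.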
RXFP1 ag: activates the human relaxin receptor RXFP1. Q9HBX9. HEK293T-RXFP1 cAMP TR-FRET, 30 min; response scale: percent of porcine relaxin response, buffer zero. Potency, µM (series often up to 57.5 µM), inactives show top-dose activation, most hits filed as activators. 370,000 tested, 0.3% active. AID 2676; further: potency means the concentration at half of the fitted maximal effect; on the % scale 0 is the no-effect control and ±100 the full control effect; nearly all actives have a fitted effect of over 60% in size; many of its hits are not listed in these tables
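HEK293T cells stably expressing RXFP1 were pretreated with the PDE4 inhibitor Ro 20174, exposed to compounds for 30 min at 37C, lysed, and cAMP was read by TR-FRET. Data normalized to buffer (basal) and 29 nM porcine relaxin (100%).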
* marks the source's active call; other numbers are inactive results; ? = inconclusive; . = no result given. Unless noted, the call rests on the fitted dose curve; in most records, active means well fitted curve in the direction sought with a large enough effect; inconclusive means small, poorly fitted or top-dose-only effect, or another doubt; inactive means no such curve, though single readings can be large; an effect the other way counts as inactive or inconclusive.

item | structure | D2 PAM | D1 ag | D1 potentiator | Vif-APOBEC3G blk | GRP78 ERSR act | Vif-A3F inh | LDHA block | D1 antag | RXFP1 ag
1 | COc1ccc2nc(N(Cc3cccnc3)C(=O)C3COc4ccccc4O3)sc2c1 (stereo not given) | 15 | 4 | -2 | 5% | -2% | -1% | 3 | . | 1.1%
2 | CC(=O)NC(c1cccs1)c1cc([N+](=O)[O-])c2cccnc2c1O (stereo not given) | -18 | 2 | -10 | -1% | -8% | 4% | -3 | -4 | 0.5%
3 | Cc1ccc(-c2nnc(SCc3ccccc3F)o2)cc1 | 3 | 3 | 2 | -1% | 3% | -5% | 2 | 9 | 0.6%
4 | O=C1/C(=C/c2cccnc2)Cc2ccc(Cl)cc21 | 0 | -1 | 4 | -6% | 0% | 3% | -3 | 9 | -0.6%
5 | Cc1ccccc1NC(=O)c1ccc(F)c(S(=O)(=O)N2CCc3ccccc3C2)c1 | 5 | 1 | 5 | -1% | -5% | -3% | -2 | 106 | -0.5%
6 | Cc1cc(Cc2cc(C)c(N)cc2C)c(C)cc1N | -6 | 3 | 2 | 2% | -2% | -6% | -3 | 0 | -0.2%
7 | CN(CC(=O)NCCc1ccc(F)cc1)Cc1cccs1 | -3 | 0 | -6 | -1% | 8% | -2% | 2 | -19 | 4.1%
8 | COC(=O)c1sccc1NC(=O)c1sccc1C | 26 | 5 | 1 | -1% | -6% | -12% | -3 | 6 | 11%
9 | COc1ccc(-c2csc(Nc3cccnc3)n2)cc1 | -18 | 2 | -4 | 0% | 0% | -7% | -2 | -3 | 3.7%
10 | COc1ccc(S(=O)(=O)NCc2ccccn2)cc1NC(=O)c1ccccc1C | 7 | 4 | 2 | ? | -8% | ? | -4 | -8 | 1.3%
11 | CCOc1ccccc1N(CC(=O)N(C)Cc1ccccc1)S(=O)(=O)c1ccccc1 | 7 | 9 | -18 | 0% | -5% | 2% | 0 | -37* | 0.2%
12 | COC(=O)c1ccc(/C=N/OCC(=O)NC2CCCC(C)C2C)cc1 (stereo not given) | -2 | 0 | 3 | 2% | -6% | -11% | -7 | -5 | 1.7%
13 | CCCOc1ccc(/C=N/O)cc1 | 4 | -2 | -1 | -1% | 3% | -3% | -5 | 0 | -1.3%
14 | Nc1cc(S(=O)(=O)N2CCOCC2)ccc1N1CCOCC1 | . | . | . | 2% | -2% | 0% | -2 | . | .
15 | O=C(O)CCCN1C(=O)/C(=C/c2cn(-c3ccccc3)nc2-c2cccs2)SC1=S | -8 | 51* | -5 | ? | -3% | ? | 0 | -37* | -0.9%
16 | CCOc1cc(NS(=O)(=O)c2ccc(NC(C)=O)cc2)c(OCC)cc1NC(=O)c1cccs1 | 0 | 9 | -7 | 0% | -2% | 2% | 1 | -10 | 0.2%
17 | NS(=O)(=O)c1ccc(CCNC(=O)Nc2ccc(Cl)c(Cl)c2)cc1 | -21 | 1 | -7 | 0% | 8% | -1% | -5 | -12 | -0.7%
18 | Cc1cc(NC(=O)CSc2nnc(CNC(=O)c3ccc(C(C)(C)C)cc3)o2)no1 | 3 | 2 | -1 | 3% | -2% | 2% | -8 | 12 | -2.2%
19 | CC(=O)Nc1ccc(Nc2nc3ccccc3nc2NS(=O)(=O)c2ccc(Cl)c([N+](=O)[O-])c2)cc1 | . | . | . | ? | 2% | -1% | 12 | . | .
20 | CCN1C(=O)[C@H]2[C@@H](c3ccc(SC4CCCCC4)cc3)N[C@@](CC(C)C)(C(=O)OC)[C@H]2C1=O | 4 | 0 | -2 | -1% | -3% | -4% | -1 | 1 | 1.9%
21 | Cc1ccc2c(CC(=O)Nc3ccc(S(=O)(=O)N4CCCCC4)cc3)coc2c1 | -1 | 5 | 0 | -7% | 0% | 2% | -2 | -73* | -1.0%
22 | CCOC(=O)c1ccc(C(=O)OCC)c(NC(=S)Nc2ccc([N+](=O)[O-])cc2OC)c1 | . | 2 | -11 | 2% | 4% | -13% | -3 | -8 | 0.6%
23 | Cc1ccc(C2CC(=O)C=C(O)C2)cc1 (stereo not given) | -4 | 0 | -4 | 0% | -4% | 2% | -1 | -3 | 0.5%
24 | CCN(CCn1cccn1)C(=O)c1cccc(OC2CCN(S(C)(=O)=O)CC2)c1 | . | 4 | 0 | -1% | -3% | 6% | -2 | 4 | -0.4%

Shown as a hit in D1 antag (from the list above):
no.	structure	D2 PAM	D1 ag	D1 potentiator	LDHA block	D1 antag
11	CCOc1ccccc1N(CC(=O)N(C)Cc1ccccc1)S(=O)(=O)c1ccccc1	7	9	-18	0	-37*
15	O=C(O)CCCN1C(=O)/C(=C/c2cn(-c3ccccc3)nc2-c2cccs2)SC1=S	-8	51*	-5	0	-37*
21	Cc1ccc2c(CC(=O)Nc3ccc(S(=O)(=O)N4CCCCC4)cc3)coc2c1	-1	5	0	-2	-73*

Compound profiles (already shown). Order of values: D2 PAM	D1 ag	D1 potentiator	Vif-APOBEC3G blk	GRP78 ERSR act	Vif-A3F inh	LDHA block	D1 antag	RXFP1 ag
Listed for `CCCOc1ccc(/C=N/O)cc1` : 4	-2	-1	-1%	3%	-3%	-5	0	-1.3%
Listed for `CCN1C(=O)[C@H]2[C@@H](c3ccc(SC4CCCCC4)cc3)N[C@@](CC(C)C)(C(=O)OC)[C@H]2C1=O` : 4	0	-2	-1%	-3%	-4%	-1	1	1.9%
Listed for `Cc1ccc2c(CC(=O)Nc3ccc(S(=O)(=O)N4CCCCC4)cc3)coc2c1` : -1	5	0	-7%	0%	2%	-2	-73*	-1.0%
Listed for `NS(=O)(=O)c1ccc(CCNC(=O)Nc2ccc(Cl)c(Cl)c2)cc1` : -21	1	-7	0%	8%	-1%	-5	-12	-0.7%
Listed for `Cc1cc(NC(=O)CSc2nnc(CNC(=O)c3ccc(C(C)(C)C)cc3)o2)no1` : 3	2	-1	3%	-2%	2%	-8	12	-2.2%

(further entries)
item | structure | D2 PAM | D1 ag | D1 potentiator | Vif-APOBEC3G blk | GRP78 ERSR act | Vif-A3F inh | LDHA block | D1 antag | RXFP1 ag
25 | CCOC(=O)NC(N(O)c1cccc(Cl)c1)C(Cl)(Cl)Cl (stereo not given) | -2 | 1 | -2 | -10% | -6% | -3% | -4 | -2 | 1.9%
26 | CC(=O)C1=C(O)C(=O)N(CCN2CCOCC2)C1c1ccc(N(C)C)cc1 (stereo not given) | . | . | . | 1% | -3% | -24% | 6 | . | .
27 | O=C(N/C(=C/c1cccc([N+](=O)[O-])c1)C(=O)N1CCCCCC1)c1cccs1 | -2 | 0 | -2 | 0% | -6% | 4% | -3 | -15 | 0.7%
28 | CC(=O)c1ccc(NC(=O)C2=CC(c3ccco3)=NS(=O)(=O)N2C)cc1 | -2 | 7 | -3 | 1% | -1% | 0% | 3 | 1 | 2.6%
29 | c1cc(-c2nnc3sc(C4CCCCC4)nn23)ccn1 | 2 | 1 | -9 | 7% | -2% | 0% | -2 | 4 | 6.5%
30 | COc1ccc(CNC(=O)C(CCSC)NS(=O)(=O)c2ccc3c(c2)oc(=O)n3C)cc1 (stereo not given) | -7 | -1 | -6 | 3% | -2% | -6% | -6 | 2 | -1.1%
31 | CC1(C)Cc2nc(-c3ccccc3)n3cnnc3c2CO1 | . | 2 | 3 | -4% | ? | 12% | -2 | 0 | -1.9%
32 | CCOC(=O)CSc1nnc(NC(=O)c2ccc3c(c2)OCO3)s1 | 10 | 3 | -5 | 3% | -2% | -10% | -7 | 5 | 1.7%
33 | CC1=C(C(=O)OC2CCCCC2)C(c2cccnc2)n2ncnc2N1 (stereo not given) | 9 | 0 | -7 | 0% | -2% | 6% | 1 | 3 | -0.7%
34 | O=C(NC(=S)N1CCCc2ccccc21)c1ccco1 | 14 | 1 | -1 | -10% | 4% | -12% | 4 | -17 | 5.5%
35 | O=C(CN1C(=O)COc2ccccc21)NCCN1CCC(Cc2ccccc2)CC1 | -24 | 10 | -8 | 3% | 3% | 0% | -2 | -10 | -1.2%
36 | COc1ccc(-c2[nH]ncc2CN2CCN(Cc3cccs3)CC2)cc1F | -21 | 5 | -3 | 0% | -3% | -22% | 0 | -1 | 1.8%
37 | O=C(COC(=O)/C=C/c1cccc(F)c1)Nc1ccccc1 | 4 | 5 | 0 | 7% | -4% | 4% | 4 | -24 | 1.5%
38 | CCCCn1c(N)c(N(CCOC)C(=O)CSc2ccc([N+](=O)[O-])cc2)c(=O)[nH]c1=O | -8 | 0 | 4 | 1% | -3% | -1% | -3 | 2 | 2.1%
39 | CCOC(=O)C1CCN(C(=O)CCCn2nc(C)c3c(C)n(-c4ccc(C)cc4)nc3c2=O)CC1 | -3 | 2 | -2 | -1% | 5% | 2% | -3 | -13 | 0.9%
40 | Cc1ccc(S(=O)(=O)NN2C(=O)c3ccccc3NC2c2ccco2)cc1 (stereo not given) | 7 | 6 | -3 | 1% | -4% | -2% | -16 | 15 | 3.8%
41 | C=CCn1c(SCc2ccc(C(=O)Nc3nccs3)cc2)nnc1-c1ccc(C)c(Cl)c1 | -14 | 1 | -9 | 2% | 1% | -12% | -5 | 0 | -0.3%
42 | CCC(=O)N1C(C(=O)NCc2ccc(OC)cc2)CSC1c1ccc(OC)cc1 (stereo not given) | 8 | 4 | -5 | 2% | 0% | -1% | -10 | 4 | 3.7%
43 | O=Cc1cn(CCC(=O)O)nc1-c1cccc(Cl)c1 | 3 | -1 | -1 | 1% | 0% | 10% | -2 | . | -1.8%
44 | C=CCNC(=S)Nc1sc2c(c1C(=O)OCC)CC(C)(CC)OC2 (stereo not given) | -11 | 2 | -6 | -3% | 0% | ? | -3 | 3 | 7.2%
45 | Cc1ccc(C(=O)Nc2ccc3ccccc3n2)cc1 | 14 | 7 | -2 | 1% | -2% | 8% | -5 | 17 | -0.6%
46 | CN(CC(=O)NCCc1ccccn1)S(=O)(=O)c1ccc(Cl)cc1 | 1 | 7 | -9 | -3% | -2% | -2% | -3 | -32* | 0.2%

Screens (PubChem)

Some of the compounds tested; count on the stated rates, not on these rows.
